Glioma ERSR ind: ER stress response induction in glioma; AID 602332; 420,000 compounds, 0.02% hits; U87-MG GRP78 promoter luciferase reporter, 16 h; Potency, µM, without a hit: at the highest dose activation, most hits filed as activators; note: potency is the fitted concentration of half-maximal effect; series mostly up to about 76 µM; % of control where 0% means no effect; nearly all actives have a fitted effect of over 35% in size
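Stably transfected U87-MG human glioma cells carrying a GRP78-based luminescent sensor were seeded at 1000 cells/well, pin-dosed with compounds and incubated 16 h. Luciferase reagent was then added, and end-point luminescence was read after 10 min at room temperature.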
D2 antagonist: antagonists of human D2 dopamine receptor | P14416 | HEK293 TREx D2 cells, calcium flux, dopamine EC80 | inhibition, % at 10 µM | 340,000 compounds, 2% hits; in the data active = inhibition above about 30%; note: 0% is about no effect
Target sequence (P14416 whole entry, looked up): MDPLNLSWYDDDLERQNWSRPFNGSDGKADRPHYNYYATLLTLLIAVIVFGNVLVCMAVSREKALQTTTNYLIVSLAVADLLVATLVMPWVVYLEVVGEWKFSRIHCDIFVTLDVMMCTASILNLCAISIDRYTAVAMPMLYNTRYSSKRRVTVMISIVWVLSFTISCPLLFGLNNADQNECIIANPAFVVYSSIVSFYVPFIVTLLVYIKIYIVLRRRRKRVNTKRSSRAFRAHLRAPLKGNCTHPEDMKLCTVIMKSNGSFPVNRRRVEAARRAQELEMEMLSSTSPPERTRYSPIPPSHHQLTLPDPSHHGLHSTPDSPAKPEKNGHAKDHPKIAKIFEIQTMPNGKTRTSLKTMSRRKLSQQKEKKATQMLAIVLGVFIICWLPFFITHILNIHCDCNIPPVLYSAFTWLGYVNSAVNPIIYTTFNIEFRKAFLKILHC
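Tetracycline-induced HEK293 T-REx cells expressing D2 force-coupled to calcium signalling were dye-loaded, exposed to compound for 180 s, then challenged with an EC80 of dopamine; calcium flux was followed kinetically for a further 180 s.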
12-LOX inh: blocks human arachidonate 12S-lipoxygenase; P18054; Potency, µM (highest dose often 108 µM), inactives show at the top dose activity change, negative = inhibition, most hits filed as inhibitors; AID 1671190; purified 12hLO, xylenol orange hydroperoxide absorbance; 580,000 compounds, 1.1% hits; note: potency is the fitted concentration of half-maximal effect; % is set by controls: 0 for no effect and ±100 for the full control effect
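Purified human 12hLO at 150 nM in 25 mM Hepes, 0.01% Triton X-100, pH 7.0, preincubated 15 min at room temperature with compound. Reaction started with 40 uM arachidonic acid, 30 min at room temperature. Hydroperoxide measured by Fe-xylenol orange, 573/405 nm absorbance ratio.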
RGS4 inhibitor: inhibitors of human regulator of G protein signaling 4; P49798; Transcreener GDP fluorescence polarization, RGS4-accelerated GTP hydrolysis; Potency, µM (series often up to 114 µM), without a hit: at the top dose activity change, negative = inhibition, hits mostly inhibitors; 390,000 compounds, 0.039% hits; note: potency is the fitted concentration of half-maximal effect; % is set by controls: 0 for no effect and ±100 for the full control effect; nearly all actives have a fitted effect of over 75% in size; some results filed as inactive show a strong effect at the top dose
Target sequence (P49798 whole entry, looked up): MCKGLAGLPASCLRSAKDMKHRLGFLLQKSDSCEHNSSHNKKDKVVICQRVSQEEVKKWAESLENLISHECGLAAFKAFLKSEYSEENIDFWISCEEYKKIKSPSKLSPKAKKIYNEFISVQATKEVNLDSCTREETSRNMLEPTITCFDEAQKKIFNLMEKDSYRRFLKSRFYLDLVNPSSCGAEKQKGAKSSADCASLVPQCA
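MLSMR compounds (23 nl, pin-transferred) preincubated 10 min at room temperature with a 500nM (2x) first reagent, then RGS4 at 900nM (2x) plus Transcreener GDP mix added; fluorescence polarization (620/688 nm) read before and after 90 min at 30 °C.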
LDHA block: blocks human lactate dehydrogenase A; P00338; AID 1347041; activity change, % (values are at about 110 or 230 µM); purified LDHA, NADH/diaphorase-resazurin fluorescence; active compounds read low; 480,000 compounds, 0.15% hits; in the data active = activity change below about -30%; inconclusive = mostly about -25% to -30%;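 note: plate controls were DMSO wells for no effect and wells without enzyme for full effect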
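Remaining NADH was detected by diaphorase (0.133 mg/mL) converting 37 µM resazurin to fluorescent resorufin, read at 0 and 20 minutes. The preceding 5-minute room-temperature reaction used 2 nM LDHA, 0.2 mM sodium pyruvate and 0.06 mM NADH at pH 7.4.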
ERG Ets-DNA blk: ERG Ets/DNA interaction inhibition; 370,000 compounds, 0.028% hits; AID 624246; fluorescence polarization, His-ERG Ets domain / labelled DNA; P11308; Potency, µM (series often up to 76.9 µM), inactives show at the top dose FP activity, negative = inhibition, usual class: inhibitors; active = well fitted inhibition curve with a large enough effect in the polarisation, with a control signal flat; inconclusive = small, poorly fitted or top-dose-only effect, or effect the other way, or a change in a side signal; inactive = no such curve, though single readings can be large or run the other way; the % refers to the polarisation;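 note: polarization taken with two DNA probes labelled with fluorescein and Texas red; potency is the fitted concentration of half-maximal effect; % of control where 0% means no effect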
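His-tagged ERG Ets domain (1 uM in the protein solution; 300mM KCl, 50mM Tris-HCl, 1mM EDTA, 1mM DTT, pH 7.5) received compound, then a probe mix of 5 nM fluorescein-DNA and 100nM Texas-615-DNA. Fluorescence polarization was read for both dyes.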
Vif-A3G inh: Vif-A3G binding inhibition; Potency, µM (highest dose often 46.1 µM), inactives show top-dose activity, negative = active, most hits filed as inhibitors; HeLa A3G-eYFP + Vif (tagged APOBEC3G with the HIV-1 protein that degrades it), YFP fluorescence, overnight; 410,000 compounds, 0.076% hits; Q9HC16;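 note: potency is the fitted concentration of half-maximal effect; % is set by controls: 0 for no effect and ±100 for the full control effect; nearly all actives have a fitted effect of over 60% in size; hits raise eYFP signal because A3G escapes Vif-driven loss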
Target sequence (Q9HC16 whole entry, looked up): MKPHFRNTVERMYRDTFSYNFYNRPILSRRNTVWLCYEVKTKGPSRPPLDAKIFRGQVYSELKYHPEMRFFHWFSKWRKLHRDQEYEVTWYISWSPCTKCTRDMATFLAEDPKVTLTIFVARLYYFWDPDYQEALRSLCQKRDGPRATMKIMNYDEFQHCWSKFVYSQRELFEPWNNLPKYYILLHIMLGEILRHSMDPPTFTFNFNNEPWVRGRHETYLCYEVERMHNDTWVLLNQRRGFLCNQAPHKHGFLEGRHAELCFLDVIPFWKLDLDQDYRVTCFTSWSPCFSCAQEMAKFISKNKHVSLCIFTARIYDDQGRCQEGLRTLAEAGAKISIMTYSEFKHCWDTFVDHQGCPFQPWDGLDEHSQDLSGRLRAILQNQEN
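HeLa cells stably expressing Vif and C-terminally eYFP-tagged A3G, seeded overnight at 37 deg C, then exposed to compound by pintool overnight at 37 deg C. Rise in yellow fluorescence (Ex 488/Em 500-530, Acumen) marks blocked Vif-driven A3G degradation.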
D2 agonist: D2 dopamine receptor (human) agonism. HEK293 T-REx D2 cells, calcium flux agonist mode. activation, % at 2 µM. 340,000 compounds, 0.53% hits. AID 485358;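 active = activation over 3 SD above normal in the single-dose calcium agonist read, cut at about 30% in these data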; note: 0% is about no effect
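Agonism is scored from calcium flux in a force-coupled, inducible HEK293 cell line expressing D2, read kinetically for 180 s after compound addition against dopamine controls.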
Vif-APOBEC3F blk: inhibitors of Vif-A3F interaction; HeLa A3F-eYFP + Vif (tagged APOBEC3F with the HIV-1 protein that degrades it), YFP fluorescence increase; Potency, µM (doses to about 46.1 µM), for inactives: at the highest dose activity, negative = active; 390,000 compounds, 0.2% hits; note: potency is the fitted concentration of half-maximal effect; % of control where 0% means no effect; nearly all actives have a fitted effect of over 65% in size
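HeLa cells stably expressing A3F-eYFP plus Vif, plated and incubated overnight at 37 deg C, then exposed to compounds overnight at 37 deg C. Blocked degradation read as raised yellow fluorescence (Ex 488/Em 500-530).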
* marks the source's active call; other numbers are inactive results; u = inconclusive; x = no result given; & = joins results of further samples; [ ] = remark or other dose. Unless noted, calls come from the whole dose curve; as a rule, active = well fitted curve in the direction sought with a large enough effect; inconclusive = small, poorly fitted or top-dose-only effect, or another doubt; inactive = no such curve, though single readings can be large; an effect the other way counts as inactive or inconclusive. Only part of the results is shown. The share of hits here may be higher or lower than overall.

SMILES	Glioma ERSR ind	D2 antagonist	12-LOX inh	RGS4 inhibitor	LDHA block	ERG Ets-DNA blk	Vif-A3G inh	D2 agonist	Vif-APOBEC3F blk
C[C@@H]1CN([C@@H](C)CO)C(=O)CCCn2nncc2CO[C@@H]1CN(C)C(=O)Nc1ccc(C(C)(C)C)cc1	-4%	x	u	x	1	x	-4%	x	10%
CCC(=O)N1CCc2cc(Br)cc(S(=O)(=O)CCC(=O)NCc3ccc(F)cc3)c21	-3%	x	-11%	-16%	0	3%	-4%	x	2%
COC(=O)c1ccc(Oc2coc3cc(OCc4cnn(-c5ccccc5)c4)ccc3c2=O)cc1	-3%	6	-6%	-24%	1	7%	2%	-0.5	x
COc1ccc(/C=C(/NC(=O)c2ccccc2Cl)C(=O)NCCCC(=O)O)cc1	-9%	-14	u	4%	-5	-4%	-1%	0.0	-11%
CC(=O)Nc1ccc2c(c1)ncn2-c1ccccc1	-5%	-7	0%	-19%	-2	0%	-4%	0.3	1%
Oc1ccc(C[C@@H]2CNC(=S)N2CCCCC2CCCCC2)cc1	-4%	-1	u	-9%	-6	-11%	-3%	0.0	5%
CCc1ccccc1NC(=O)[C@@H]1CCC(=O)N1C1OC(=O)c2c1ccc(OC)c2OC (some centres undefined)	-5%	-8	-7%	-13%	0	8%	4%	0.4	-5%
O=C(CSc1oc(-c2ccco2)nc1S(=O)(=O)c1ccc(Cl)cc1)c1ccccc1	-3%	x	u	-14%	1	5%	1%	0.9	-5%
CC1=C(C(=O)N(C)C)C(c2ccc(Cl)c(Cl)c2)NC(=O)N1 (centres undefined)	-5%	-7	444%[activator]	-4%	-4	4%	0%	-2.4	7%
O=C(Nc1ccc(F)c(Cl)c1)C1Cc2c(-c3ccc4c(c3)OCO4)ccnc2O1 (centres undefined)	-3%	x	-5%	x	-4	x	1%	x	x
O=C(CCN1CCc2ccccc2C(O)(c2ccccc2)C1)c1ccc2c(c1)OCCO2 (centres undefined)	-13%	x	u	-97%	18&-8	6%	-22%	x	1%
CCN(CC)c1ncnc2c1ncn2[C@H]1CN(Cc2ccccc2)C[C@@H](CO)O1	0%	x	-12%	x	-1	x	-1%	x	x
COc1ccc(C(=O)CSc2nc3ncccc3[nH]2)cc1OC	4%	5	125%[activator]	16%	-9	-1%	2%	-2.4	-15%
Cc1cccc(/C=N\NC(=O)c2ccc(Cl)cc2)c1O	-1%	30*	-17%	-3%	-16	9%	0%	-1.4	4%
COc1ccc(NC(=O)c2cccc(-n3c(C)ccc3C)c2)c(OC)c1	-4%	-7	-6%	-20%	-2	9%	u	-0.5	-14%
O=C(CNS(=O)(=O)c1cccs1)N1CCN(c2ccccc2F)CC1	-1%&1%	-7	1%&-11%	-9%&-8%	0&-12	0%&6%	0%&1%	0.2	4%&0%
O=C(COC(=O)c1ccccc1SCC(=O)NC1CCS(=O)(=O)C1)NC1CCS(=O)(=O)C1 (centres undefined)	2%	3	-10%	-17%	-2	-8%	7%	1.0	-4%
CCCCN(C)CCNC(=O)c1ccc(Cn2c(=S)[nH]c3ccc(Br)cc3c2=O)cc1	-3%	x	u	-41%	-2	-6%	0%	x	-11%
C[C@]12CCC[C@H](O1)c1c(cc3c(c1O)C(=O)c1c(O)cc(O)cc1C3=O)O2	0%	x	-1%	-21%	3	53%[activator]	5.6µM*	x	8.9µM*
CCOC(=O)C(=CNCC(=O)O)C(=O)OCC	-3%	11	10%	6%	2	x	2%	-0.7	7%

Two compounds from above with just Glioma ERSR ind.
molecule | Glioma ERSR ind
O=C(COC(=O)c1ccccc1SCC(=O)NC1CCS(=O)(=O)C1)NC1CCS(=O)(=O)C1 (centres undefined) | 2%
CCCCN(C)CCNC(=O)c1ccc(Cn2c(=S)[nH]c3ccc(Br)cc3c2=O)cc1 | -3%

Taken from above:
In D2 antagonist, Cc1cccc(/C=N\NC(=O)c2ccc(Cl)cc2)c1O has 30*
In ERG Ets-DNA blk, CCC(=O)N1CCc2cc(Br)cc(S(=O)(=O)CCC(=O)NCc3ccc(F)cc3)c21 has 3%
In 12-LOX inh, COc1ccc(NC(=O)c2cccc(-n3c(C)ccc3C)c2)c(OC)c1 has -6%
In Vif-A3G inh, CCOC(=O)C(=CNCC(=O)O)C(=O)OCC has 2%

Other structures
SMILES	Glioma ERSR ind	D2 antagonist	12-LOX inh	RGS4 inhibitor	LDHA block	ERG Ets-DNA blk	Vif-A3G inh	D2 agonist	Vif-APOBEC3F blk
CN(C)S(=O)(=O)c1ccc(C(=O)NCC2CC2(Cl)Cl)cc1 (centres undefined)	1%	8	28%	u	-3	-19%	6%	-3.3	4%
CCc1nnc(NC(=O)CN2CCN(C(=O)c3ccccc3)CC2)s1	-1%	x	-1%	7%	-6	0%	0%	x	-4%
O=C(Cc1c(F)cccc1Cl)Nc1ccon1	-1%	-12	26%	15%	-1	-1%	1%	-0.2	7%
C[C@H](CO)N1C[C@H](C)[C@H](CN(C)S(=O)(=O)c2cccs2)Oc2ncc(-c3cc4ccccc4o3)cc2C1=O	-5%	x	u	x	2	x	-26%	x	-2%
Cc1ccc(NC(=O)N2CCN(Cc3nc4ccc(C)cc4o3)CC2)cc1	-3%	x	-33%	12%	-1	4%	5%	x	10%
Cc1cc(C)c2nc(C(F)(F)F)c(C#N)c(N)c2c1	-10%	-2	0%	28%	-6	-9%	1%	-0.3	-4%
O=C(OCC(=O)c1ccc[nH]1)c1ccc(Cl)c(Cl)c1	-1%	x	2%	8%	-16	2%	0%	x	-3%
CCN(CC)CCNC(=O)Cc1nn(CC)c(=O)c2ccccc12	-5%	2	13%	-4%	-8	x	1%	0.7	-2%
CCOC(=O)N1CCN(S(=O)(=O)c2ccc(C(=O)N(CCCN(C)C)c3nc4ccc(CC)cc4s3)cc2)CC1	-10%	9	0%	0%	-1	8%	-1%	1.7	3%
COC(=O)CNC(c1ccccc1)c1cc(Br)ccc1NC(=O)OCc1ccccc1 (centres undefined)	-5%	1	0%	-24%	-7	-3%	-7%	1.4	8%
COc1ccccc1C(=O)NC1CCN(C(=O)Nc2ccc(F)cc2)CC1	-3%	-2	-8%	9%	-4	3%	1%	-0.1	9%
O=c1oc(-c2ccco2)nc2sc3c(c12)CCCC3	-2%	-6	-3%	12%	-8	x	1%	-0.1	-6%
COc1ccc(CN(C)C(=O)Cn2cnc3c(SC)nc(N)nc32)cc1OC	-3%	x	-17%	21%	-2	10%	5%	x	14%
C[C@@H]1CN([C@H](C)CO)C(=O)CCCn2cc(nn2)CO[C@H]1CN(C)C(=O)c1cc(-c2ccccc2)on1	1%	x	-7%	x	-3	x	-10%	x	-10%
Cc1ccc(CN(Cc2ccco2)C(=O)COc2cc(C)c(Cl)c(C)c2)cc1	-1%	x	u	9%	1	-3%	4%	x	-8%
CC(C)(C)n1ncc2c(=O)n(Cc3ccc(Cl)cc3Cl)cnc21	-2%	19	27%	-16%	-4	-6%	0%	1.4	-17%
CCCCC(O)(CCCC)C(=O)NN(C(=O)OCC)c1ccccc1	-4%	0	-10%	1%	0	8%	-3%	-0.2	-3%
O=C(Nc1ccc2oc(-c3ccc(Br)cc3)nc2c1)c1cc2ccccc2o1	-2%	x	0%	-6%	0	-6%	-1%	0.4	3%
Cc1ccccc1Nc1nc(N)nc(COC(=O)c2c(C)noc2C)n1	-1%	x	-12%	-5%	1	-1%	4%	x	0%
CCOC(=O)c1cccc(NC(=O)c2cccs2)c1	-1%	0	13%	-27%	-1	-1%	-6%	0.3	-1%

Quoted at random: 2 entries already listed
SMILES	Glioma ERSR ind	D2 antagonist	12-LOX inh	RGS4 inhibitor	LDHA block	ERG Ets-DNA blk	Vif-A3G inh	D2 agonist	Vif-APOBEC3F blk
CN(C)S(=O)(=O)c1ccc(C(=O)NCC2CC2(Cl)Cl)cc1 (centres undefined)	1%	8	28%	u	-3	-19%	6%	-3.3	4%
Cc1ccc(NC(=O)N2CCN(Cc3nc4ccc(C)cc4o3)CC2)cc1	-3%	x	-33%	12%	-1	4%	5%	x	10%

Further structures follow:
SMILES	Glioma ERSR ind	D2 antagonist	12-LOX inh	RGS4 inhibitor	LDHA block	ERG Ets-DNA blk	Vif-A3G inh	D2 agonist	Vif-APOBEC3F blk
Cc1cnc(CN(C)C(=O)CC2C(=O)NCCN2CCCc2ccccc2)[nH]1 (centres undefined)	-5%	5	6%	20%	-5	6%	3%	-0.1	1%
COc1ccc2c(c1)-c1nc(NC(=O)c3cccc(Br)c3)sc1CC2	-2%	x	u	-37%	6	0%	9%	0.6	-2%
Cc1cc(NC(=O)CSc2ccccc2)no1	3%	2	-24%	-30%	3	7%	1%	-0.7	-1%
Cn1c(-c2ccccc2)cc2ccccc21	0%	7	13%	-28%	-3	-7%	0%	0.0	-5%
O=C1C(Oc2ccccc2)C(c2cccs2)N1Cc1ccc2c(c1)OCO2 (centres undefined)	-2%	-11	22%	-21%	-12	-7%	3%	0.4	0%

Compound activity (PubChem)
